KLK5 inh: blocks human kallikrein 5 protease activity; hit rate 0.59% among 210,000; Q9Y337; recombinant hK5, fluorogenic AMC substrate cleavage; inhibition, % at 5 µM; AID 873;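 active = inhibition of 40% or more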;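 note: 0% = enzyme controls without compound and 100% = no-enzyme blanks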
Target sequence (Q9Y337 67-293 limits assumed): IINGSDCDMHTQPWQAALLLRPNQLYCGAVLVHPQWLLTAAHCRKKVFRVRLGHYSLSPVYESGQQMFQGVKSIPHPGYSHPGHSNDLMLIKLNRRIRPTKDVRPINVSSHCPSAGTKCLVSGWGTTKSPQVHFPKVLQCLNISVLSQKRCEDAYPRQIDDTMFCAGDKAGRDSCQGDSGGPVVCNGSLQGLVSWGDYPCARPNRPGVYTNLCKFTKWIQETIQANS
zVAD death inh: blocks zVAD induced death of L929 cells; viability rescue, % at 10 µM; AID 1377; L929 zVAD necroptosis rescue, ATP luminescence, 24 h; with zVAD 60 µM; hit rate 0.38% among 220,000;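 active = activation, scaled between plate controls, above about 75%, limit read from the data; inactive = activation under that limit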;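 note: 0% = zVAD with DMSO and 100% = DMSO alone without zVAD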
TNF necrop inh: TNF-alpha cell death inhibition in Jurkat FADD-/- cells; AID 463075; activation (protection from cell death), % at 10 µM; hit rate 0.068% among 220,000; Jurkat FADD-/- TNF necroptosis rescue, ATP luminescence, 24 h; 0 = TNF only, 100 = no-TNF cells;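 active = activation, meaning protection from cell death, of at least 50% relative to plate controls; inactive = activation below 50%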;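 note: necroptosis triggered by 40 ng/mL TNF-alpha added together with compound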
thrombin 1536: thrombin (human) inhibition; alpha-thrombin, Boc-VPR-AMC fluorogenic substrate cleavage; hit rate 0.26% among 220,000; inhibition, % at 5 µM;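 active = inhibition at or above 40%; inactive = inhibition below 40%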;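 note: 0% = enzyme with no compound and 100% = wells without enzyme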
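Material: human alpha-thrombin protein; Also added: Boc-VPR-AMC substrate, 15 µM final; Timing: enzyme reaction carried out at room temperature; Signal: fluorescence, ex 355 nm, em 460 nm; Measure: % inhibition of thrombin; Controls: enzyme without compound as high, wells lacking enzyme as low.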
Hck-Nef inh: blocks Nef-activated human Hck kinase; inhibition, % at 20 µM; AID 463187; hit rate 0.68% among 220,000; Recombinant Hck-YEEI plus Nef, Z-Lyte FRET kinase assay; P08631;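 active = Hck-Nef kinase inhibition above about 50%, limit read from the data; inactive = inhibition below that limit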;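 note: 0% = DMSO with Hck plus Nef and 100% = Hck alone without Nef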
Target sequence (P08631 whole entry, looked up): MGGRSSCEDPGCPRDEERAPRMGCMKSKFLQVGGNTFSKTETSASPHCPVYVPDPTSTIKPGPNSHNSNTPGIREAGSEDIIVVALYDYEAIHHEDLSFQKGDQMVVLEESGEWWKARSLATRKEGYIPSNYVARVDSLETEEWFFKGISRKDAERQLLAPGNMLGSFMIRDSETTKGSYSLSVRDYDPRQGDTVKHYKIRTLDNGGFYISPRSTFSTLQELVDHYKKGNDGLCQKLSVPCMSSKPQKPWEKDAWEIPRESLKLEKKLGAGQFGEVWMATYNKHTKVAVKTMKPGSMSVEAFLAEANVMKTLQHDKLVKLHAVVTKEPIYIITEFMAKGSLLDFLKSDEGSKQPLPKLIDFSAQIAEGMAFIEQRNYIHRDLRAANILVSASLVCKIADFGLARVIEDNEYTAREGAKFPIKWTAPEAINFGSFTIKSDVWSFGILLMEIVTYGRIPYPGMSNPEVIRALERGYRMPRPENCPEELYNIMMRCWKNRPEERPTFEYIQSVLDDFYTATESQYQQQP
KCC2 mod: modulators of human KCC2 chloride dependent transport | B-score of Tl+ flux slope (higher = more flux/activation; lower = inhibition) at 10 µM | hit rate 2.2% among 190,000 | Q9H2X9 | AID 1456 | KCC2 cells, thallium flux FluoZin-2 fluorescence;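 active = thallium flux slope and its plate-corrected score both differing from the plate sample mean at a set confidence after two filtering rounds, in either direction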;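 note: slope of fluorescence scaled to starting intensity during 10 to 20 s after thallium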
FXIa inh 1536: blocks human coagulation factor XIa protease activity. AID 798. purified FXIa, Boc-Glu-Ala-Arg-AMC fluorogenic substrate. hit rate 0.14% among 220,000. inhibition, % at 5 µM;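 active = inhibition of at least 40%; inactive = inhibition below 40%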;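 note: fluorescence of freed AMC excited at 355 nm; 0% = enzyme without compound and 100% = no enzyme blank; many of its hits are not listed in these tables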
FXIIa inh 1536: blocks human coagulation factor XIIa protease activity; P00748; hit rate 0.3% among 220,000; purified FXIIa, Boc-QGR-AMC fluorogenic substrate, 2 h; inhibition, % at 5 µM; AID 800; in the data active = inhibition above about 40%;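 note: 0% = enzyme with no compound and 100% = blank without enzyme; many of its hits are not listed in these tables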
Rad51 HR inh: Rad51 (human) homologous recombination inhibition. hRad51 DNA strand exchange, fluorescence dequenching. inhibition, % at 10 µM. hit rate 0.085% among 200,000;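 active = inhibition above 40% at the single screening dose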;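 note: 0% = DMSO control wells and 100% = blanks with heterologous ssDNA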
Target sequence (Q06609 whole entry, looked up): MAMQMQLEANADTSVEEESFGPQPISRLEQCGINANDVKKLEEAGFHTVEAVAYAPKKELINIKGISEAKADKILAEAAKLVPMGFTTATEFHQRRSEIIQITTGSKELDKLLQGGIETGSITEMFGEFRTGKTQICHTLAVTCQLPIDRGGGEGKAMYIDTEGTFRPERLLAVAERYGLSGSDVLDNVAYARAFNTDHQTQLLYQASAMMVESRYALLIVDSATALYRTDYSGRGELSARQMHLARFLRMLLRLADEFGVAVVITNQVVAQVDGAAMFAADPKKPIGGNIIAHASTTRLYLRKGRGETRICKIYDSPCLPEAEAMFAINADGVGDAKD
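material = hRad51 filaments on single-stranded DNA | reagent = Donor/quencher-labelled 47-bp dsDNA substrate | compound = 10 µM final, single point | schedule = strand-exchange reaction 15 min at room temperature | measured by = fluorescein emission 520 nm, excitation 485 nm | read-out basis = % inhibition versus plate control and blank means | benchmarks = plate controls and plate blanks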
* marks the source's active call; other numbers are inactive results; . = no result given. A portion of the library; the hit share may differ from the screen's.

1. CC(NC(=O)/C(C#N)=C/c1ccc(Cl)c([N+](=O)[O-])c1)c1ccccc1 (stereo not drawn)
2. Cc1ccccc1OCc1nnc(SCCN2CCCC2)n1-c1ccccc1
3. O=C(Cn1c(=O)oc2cc(S(=O)(=O)N3CCCC3)ccc21)N1CCc2ccccc2C1
4. C=C(CC1([C@@H](NP(=O)(c2ccccc2)c2ccccc2)[C@H]2C[C@@H]2CCCC)CC1)c1ccccc1
5. COC(=O)c1ccccc1NC(=O)c1cnn2cccnc12
Assay by compound,1,2,3,4,5
KLK5 inh,1,0,-1,0,1
zVAD death inh,0.0,-0.2,-0.3,0.0,35
TNF necrop inh,0.5,3.8,-2.4,2.3,-1.4
thrombin 1536,-10,-10,-5,-2,-8
Hck-Nef inh,1,14,2,-9,25
KCC2 mod,-2.3,-0.031,.,-0.94,-0.5
FXIa inh 1536,6,-3,-3,-4,9
FXIIa inh 1536,15,11,8,7,7
Rad51 HR inh,0,-6,-8,4,5

6. CCCC(=O)N=c1sc2cccc(F)c2n1C
7. CC1(C)CC(=O)c2c(O)cc(OCc3ccc([N+](=O)[O-])cc3)cc2O1
8. CC(=O)Nc1ccc(NS(=O)(=O)c2c(Cl)cccc2Cl)cc1
9. CC(=O)ON1C(C)(C)Cc2noc(N)c2C1(C)C
10. CCOC(=O)CC1CCCCN1Cc1cn[nH]c1-c1ccc(F)cc1F (stereo not drawn)
Assay by compound,6,7,8,9,10
KLK5 inh,-4,-3,6,6,.
zVAD death inh,0.4,0.1,-1.2,0.7,-0.3
TNF necrop inh,-3.3,-3.3,1.2,-0.2,-0.2
thrombin 1536,1,1,2,2,0
Hck-Nef inh,1,2,26,-3,1
KCC2 mod,.,.,-0.037,0.39,0.48
FXIa inh 1536,7,1,3,5,5
FXIIa inh 1536,19,21,13,11,13
Rad51 HR inh,-7,.,1,-6,18

11. O=C(/C=C/c1ccco1)NC(=S)Nc1ccc(O)c(-c2nc3ccccc3s2)c1
12. O=[N+]([O-])c1c(C(Cl)Cl)nn(-c2ccccc2)c1N1CCOCC1
13. COc1ccc(N(CC(=O)N2CCN(c3cccc(C)c3)C(C)C2)S(=O)(=O)c2c(C)n[nH]c2C)cc1 (stereo not drawn)
14. O=C(Nc1ccccc1N(C(=O)c1ccco1)S(=O)(=O)c1cccs1)c1ccco1
15. O=C(NCCCn1ccnc1)c1ccccc1NS(=O)(=O)c1ccc(F)c(F)c1
Assay by compound,11,12,13,14,15
KLK5 inh,-12,-4,-6,1,86*
zVAD death inh,1.1,-1.1,-0.4,0.5,-0.8
TNF necrop inh,0.8,-1.0,-1.8,-8.4,-0.6
thrombin 1536,-5,-8,-12,2,17
Hck-Nef inh,25,20,22,2,8
KCC2 mod,0.17,-0.27,-1.3,-0.29,-0.28
FXIa inh 1536,5,-4,-2,-3,4
FXIIa inh 1536,15,3,1,10,-5
Rad51 HR inh,-8,-4,4,3,-4

Reprinted, nos. 2–15
2. Cc1ccccc1OCc1nnc(SCCN2CCCC2)n1-c1ccccc1
3. O=C(Cn1c(=O)oc2cc(S(=O)(=O)N3CCCC3)ccc21)N1CCc2ccccc2C1
4. C=C(CC1([C@@H](NP(=O)(c2ccccc2)c2ccccc2)[C@H]2C[C@@H]2CCCC)CC1)c1ccccc1
5. COC(=O)c1ccccc1NC(=O)c1cnn2cccnc12
6. CCCC(=O)N=c1sc2cccc(F)c2n1C
7. CC1(C)CC(=O)c2c(O)cc(OCc3ccc([N+](=O)[O-])cc3)cc2O1
8. CC(=O)Nc1ccc(NS(=O)(=O)c2c(Cl)cccc2Cl)cc1
Assay by compound,2,3,4,5,6,7,8
KLK5 inh,0,-1,0,1,-4,-3,6
zVAD death inh,-0.2,-0.3,0.0,35,0.4,0.1,-1.2
TNF necrop inh,3.8,-2.4,2.3,-1.4,-3.3,-3.3,1.2
thrombin 1536,-10,-5,-2,-8,1,1,2
Hck-Nef inh,14,2,-9,25,1,2,26
KCC2 mod,-0.031,.,-0.94,-0.5,.,.,-0.037
FXIa inh 1536,-3,-3,-4,9,7,1,3
FXIIa inh 1536,11,8,7,7,19,21,13
Rad51 HR inh,-6,-8,4,5,-7,.,1

9. CC(=O)ON1C(C)(C)Cc2noc(N)c2C1(C)C
10. CCOC(=O)CC1CCCCN1Cc1cn[nH]c1-c1ccc(F)cc1F (stereo not drawn)
11. O=C(/C=C/c1ccco1)NC(=S)Nc1ccc(O)c(-c2nc3ccccc3s2)c1
12. O=[N+]([O-])c1c(C(Cl)Cl)nn(-c2ccccc2)c1N1CCOCC1
13. COc1ccc(N(CC(=O)N2CCN(c3cccc(C)c3)C(C)C2)S(=O)(=O)c2c(C)n[nH]c2C)cc1 (stereo not drawn)
14. O=C(Nc1ccccc1N(C(=O)c1ccco1)S(=O)(=O)c1cccs1)c1ccco1
15. O=C(NCCCn1ccnc1)c1ccccc1NS(=O)(=O)c1ccc(F)c(F)c1
Assay by compound,9,10,11,12,13,14,15
KLK5 inh,6,.,-12,-4,-6,1,86*
zVAD death inh,0.7,-0.3,1.1,-1.1,-0.4,0.5,-0.8
TNF necrop inh,-0.2,-0.2,0.8,-1.0,-1.8,-8.4,-0.6
thrombin 1536,2,0,-5,-8,-12,2,17
Hck-Nef inh,-3,1,25,20,22,2,8
KCC2 mod,0.39,0.48,0.17,-0.27,-1.3,-0.29,-0.28
FXIa inh 1536,5,5,5,-4,-2,-3,4
FXIIa inh 1536,11,13,15,3,1,10,-5
Rad51 HR inh,-6,18,-8,-4,4,3,-4

Continued:
16. O=C(/C=C/c1ccc(-c2ccccc2[N+](=O)[O-])o1)c1ccco1
17. Cc1cc2nc(-c3ccccn3)c(-c3ccccn3)nc2cc1C
18. CCN(CC(=O)Nc1cccc(C(C)=O)c1)S(=O)(=O)c1ccc(OC)cc1
19. CCn1cc(C(=O)NCCCN2CCC(C)CC2)c(=O)c2cc(S(=O)(=O)N3CCCC3)ccc21
20. CC(C(=O)N1CCOCC1)c1ccc([N+](=O)[O-])cc1 (stereo not drawn)
Assay by compound,16,17,18,19,20
KLK5 inh,1,3,-2,6,-15
zVAD death inh,-0.4,-1.6,-0.2,-2.7,0.2
TNF necrop inh,-5.4,-6.4,-1.6,0.3,0.7
thrombin 1536,4,2,-10,-1,-4
Hck-Nef inh,35,28,-1,-7,1
KCC2 mod,-1.7,-1,0.44,0.86,0.97
FXIa inh 1536,2,2,-5,30,10
FXIIa inh 1536,9,10,-7,36,8
Rad51 HR inh,-5,8,13,-6,6

21. CCCC(=O)Nc1cc(OC)c(C(=O)OC)cc1Cl
22. CC(Sc1nnc2ccccn12)C(=O)N1CCc2ccccc2C1 (stereo not drawn)
23. Cc1c(Cl)c(=O)oc2cc(OC(C)C)ccc12
24. CCOC(=O)C1CCN(C(=O)C2(NC(=O)NC3CCCCC3)CCCCC2)CC1
25. CC1=NOC(=O)/C1=C\c1ccc2c(c1)OCO2
Assay by compound,21,22,23,24,25
KLK5 inh,-21,4,-18,-4,-2
zVAD death inh,2.4,-0.7,0.5,-0.2,-0.3
TNF necrop inh,-0.6,0.6,1.3,2.9,-2.2
thrombin 1536,1,0,1,6,-5
Hck-Nef inh,-9,0,4,19,27
KCC2 mod,1.4,0.92,0.42,-0.4,0.21
FXIa inh 1536,-5,0,7,-7,2
FXIIa inh 1536,-4,14,8,4,6
Rad51 HR inh,1,2,.,.,-1

26. Cc1ccc(C(=O)NN(C)c2nc3ccccc3nc2C(F)(F)F)cc1
27. COc1cccc(/C=N/NC(=O)CC2C(=O)NN=C2C)c1O (stereo not drawn)
28. Cc1cc(C)cc(NC(=O)/C(C#N)=C/c2cn(CC(=O)NCc3ccco3)c3ccccc23)c1
29. COc1ccc(C(=O)NC2CCSC2=O)cc1 (stereo not drawn)
30. O=C(CCn1c2c(c3ccccc31)CCCC2)NNC(=O)c1ccccc1Cl
Assay by compound,26,27,28,29,30
KLK5 inh,-20,-12,-4,-10,-2
zVAD death inh,-0.1,0.2,1.9,-0.1,2.2
TNF necrop inh,-13,-0.5,2.2,-0.4,1.4
thrombin 1536,-10,0,-5,3,-14
Hck-Nef inh,3,3,17,5,0
KCC2 mod,.,.,0.12,0.64,0.88
FXIa inh 1536,-7,5,2,9,16
FXIIa inh 1536,21,17,13,19,24
Rad51 HR inh,-2,-2,-13,1,8

31. CCCCNC(=S)NNC(=O)c1nn(C)cc1Cl
32. CCCCc1c(C)nc2ccccc2c1SCCC#N
33. O=C(CCn1c(=O)c2ccccc2n(CC(=O)NC2CCCC2)c1=O)NCc1ccco1
34. CC(/C=N/Nc1nncc(=O)[nH]1)=C\c1ccccc1
35. CC1CCCN(CCC(=O)Nc2ccc(Br)cc2)C1 (stereo not drawn)
Assay by compound,31,32,33,34,35
KLK5 inh,-40,-5,-9,3,-2
zVAD death inh,-0.8,0.2,-0.2,0.8,-0.6
TNF necrop inh,-1.2,0.9,0.2,-0.2,2.0
thrombin 1536,1,-5,3,3,-8
Hck-Nef inh,-9,4,-22,0,8
KCC2 mod,0.51,-1,-0.83,-0.3,-0.56
FXIa inh 1536,8,-1,14,0,-2
FXIIa inh 1536,16,5,24,3,4
Rad51 HR inh,0,6,3,-10,-5

36. CCC(=O)N1CCc2cc(S(=O)(=O)Nc3ccc4c(c3)OCCO4)ccc21
37. COc1cccc(NC(=O)Cn2c(-c3cncs3)nc3ccccc32)c1
38. N#C/C(=C\c1cn[nH]c1-c1ccccc1Br)C(=O)O
39. COc1ccc(CNC(=O)C2=C(C)C(=O)OC23CCC(C)CC3)cc1 (stereo not drawn)
40. O=C(CCN1CCCCCC1)c1ccccc1
Assay by compound,36,37,38,39,40
KLK5 inh,10,-20,2,-8,-6
zVAD death inh,0.0,-0.4,1.2,2.5,1.3
TNF necrop inh,-7.9,-1.1,-2.8,1.3,0.8
thrombin 1536,-3,13,-8,-2,0
Hck-Nef inh,4,10,19,1,-8
KCC2 mod,-0.0056,.,-0.13,-2.2,0.52
FXIa inh 1536,2,-11,0,7,-1
FXIIa inh 1536,12,3,9,12,5
Rad51 HR inh,-9,.,-1,-6,1

41. CC(=O)Nc1ccc(Oc2ccc(-c3noc(C)n3)cc2)cc1
42. CC#CC[N+](C)(C)CCCCCC
43. Cc1ccc(NCCC(=O)c2cccs2)cc1C
44. CC(C)COC(=O)n1ccc(C(=O)N2CCCCC2)n1
45. CCC(CC)C(=O)NCc1cccnc1
46. CCOC(=O)C1(Cc2ccccc2C)CCCN(Cc2cc(OC)c(O)c(OC)c2)C1 (stereo not drawn)
47. CCNc1ccc(C(=O)Nc2ccc3nc(C)sc3c2)cc1[N+](=O)[O-]
48. COc1cccc(N2CCN(CC(=O)NCc3cccs3)CC2)c1
Assay by compound,41,42,43,44,45,46,47,48
KLK5 inh,24,1,.,-4,2,-3,-2,21
zVAD death inh,0.2,-0.1,1.6,0.3,1.2,-0.7,1.3,-0.4
TNF necrop inh,-0.1,-0.8,1.0,0.1,1.3,1.4,1.6,-1.1
thrombin 1536,-5,1,-3,29,-2,-5,-4,13
Hck-Nef inh,1,7,-2,0,7,18,2,2
KCC2 mod,.,0,0.53,-0.18,-0.025,0.72,-0.033,.
FXIa inh 1536,15,1,-4,-14,0,-5,3,3
FXIIa inh 1536,15,7,2,-4,.,5,6,10
Rad51 HR inh,-8,.,.,4,6,2,4,2
